Cneo AK release: Cryptococcus neoformans lysis via adenylate kinase release | C. neoformans lysis, adenylate kinase release luminescence, 4 h; normalised: neutral wells 0, clomiphene wells 100 | lysis activity, % at 15 µM | 360,000 compounds, 0.2% hits | AID 651654;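 active = mean lysis activity across replicates of at least 80%, whatever share of replicates individually reach that level; inactive = mean lysis activity below 80%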
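Schedule: static 4 h at 37 °C with compound, 1 h detection; system: C. neoformans cells; benchmarks: Clomiphene as positive control; buffer or medium: fresh YPD medium; measure: luminescence rise reflecting yeast cell lysis; measured by: luminescent adenylate kinase detection reagent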
INS-1E GSIS act: primary screen for activators of insulin secretion dependent on glucose, INS-1E cells, GLuc reporter luminescence. 370,000 compounds, 0.61% hits. INS-1E GLuc reporter insulin secretion, 2-3 h. AID 743287. activation, % at 16.6 µM;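 active = lowest replicate activation of at least 40%, so every replicate reaches that level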;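 note: 0% = median of neutral control wells and 100% = median of IBMX positive control wells; some compounds called inactive have numbers as strong as hits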
Statin myotox sup: suppression of simvastatin myotoxicity; C2C12 myotubes + simvastatin, ATP luminescence, 48 h; scaled: DMSO 0, geranylgeraniol control 100; rescue of ATP level, % at 7.49 µM; 330,000 compounds, 0.78% hits; AID 602340;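 active = mean ATP rescue above about 67%, or every replicate alone reaching that limit, limit read from the data, passing the limit was not always enough; inconclusive = no clear call, values can overlap the other calls; inactive = mean under the limit and some replicate under it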;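 note: myotubes were challenged with 10 µM simvastatin during compound exposure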
PglD inh: inhibitors of Campylobacter jejuni PglD acetyltransferase; purified PglD enzyme, DTNB colorimetric CoA detection; inhibition, % at 12.5 µM; 360,000 compounds, 0.098% hits; AID 602405; in the data active = inhibition above about 16%, passing the limit was not always enough; inconclusive = no clear call, values can overlap the other calls; note: strong numbers were not always called active
miR122 inh: blocks miR-122 activity in Huh7 sensor cells. activation (reporter increase), % at 12.5 µM. 340,000 compounds, 0.3% hits. AID 602342. Huh7 miR-122 Renilla luciferase sensor, 48 h; neutral wells = 0, positive control = 100;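 active = mean replicate activation score at least 90 and every replicate individually at or above 90; inconclusive = only one of the two criteria met; inactive = neither criterion met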;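 note: higher luciferase means less miR-122 activity so hits act as miR-122 inhibitors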
PGC1a acetyl inh: PGC1a acetylation modulation, inhibitor mode; U2OS PGC1a acetylation, AlphaScreen anti-acetyl-lysine; with virally co-expressed GCN5 acetyltransferase; 350,000 compounds, 0.17% hits; inhibition, % at 15.6 µM;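 active = every replicate shows inhibition of at least 40%; inconclusive = mean inhibition at least 40% but some replicate below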;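 note: 0% = neutral control wells and 100% = positive control wells; some results beyond the cut were filed as inactive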
FN deposit inh: fibronectin deposition inhibition | AH1F fibroblasts, Alexa488-fibronectin deposition fluorescence, overnight | inhibition, % at 12.6 µM | 350,000 compounds, 0.086% hits | AID 743247;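 active = mean inhibition across replicates of 30% or more, regardless of how many single replicates reach that level; inconclusive = mean under 30% yet at least half of replicates reach 30%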;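 note: positive control wells lacked labelled fibronectin entirely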
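Material: AH1F fibroblast monolayer depositing Alexa488-labelled fibronectin into matrix | Input: 10000 AH1F cells/well | Medium: DMEM plus 2% serum, read in PBS | Reagent: Alexa488-fibronectin, 24 nM final in well | Compound dosing: One dose per compound, pinned | Schedule: 1 h adhesion, overnight exposure | Measured by: Fluorescence at 485 nm excitation, 525 nm emission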
CFTR F508del cor: correctors of CFTR F508del function in bronchial epithelial cells; CFBE cells, YFP halide quenching; stimulated with forskolin plus potentiator P3; % fluorescence drop versus neutral controls; activity (quench increase), % at 7.58 µM; 350,000 compounds, 0.36% hits;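 active = mean added fluorescence quench of at least 8% versus neutral control, with both replicates also reaching 8%; inconclusive = only one of the mean or replicate conditions met; inactive = mean below 8% and not both replicates reaching 8%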;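 note: cells transiently co-express mutant CFTR-F508del with the halide-sensitive YFP; corrector assay measuring rescue of mutant channel to the surface after 24 h compound exposure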
Active calls of the source: *; ? = inconclusive; . = no result given; & = joins results of further samples; [ ] = remark or other dose.

SMILES	Cneo AK release	INS-1E GSIS act	Statin myotox sup	PglD inh	miR122 inh	PGC1a acetyl inh	FN deposit inh	CFTR F508del cor
CC1CC1C(=O)OCC(=O)N(C)c1c(N)n(Cc2ccccc2)c(=O)[nH]c1=O (stereo unspecified)	2	15	8	3	-3	5	5	0.0
CC(=O)Cn1ncc(N2CCOCC2)cc1=O	.	9	.	.	.	11	-1	-6.4
CCN1CCN(C(=O)NC2CCCCC2)CC1	3	5	4	2	0	.	6	-1.0
O=C(O)C1=C[C@H](c2ccc(Br)cc2)C[C@H](OCc2ccc(CO)cc2)O1	-1&-19	-6	12	-6	-3	7&-11	4	-4.5&0.3
Cc1csc(SCC(=O)N(C)C2CCS(=O)(=O)C2)n1 (stereo unspecified)	-1	5	-16	4	1	0	-1	-2.9
O=C(N/N=C/c1ccc(O)c(O)c1)NC12CC3CC(CC(C3)C1)C2	.	-14	-11	.	.	.	13	-1.4
COc1ccc(NC(=O)Nc2ccc3c(c2)C(=O)N([C@H](C)CO)C[C@H](C)[C@@H](CN(C)C(=O)Nc2ccc(C(F)(F)F)cc2)OCCCC[C@H](C)O3)cc1	-1	4	.	1	-5[16.7 µM]	6	.	0.5
Cc1nc2c(c(=O)n1CCC1=CCCCC1)c1nc3ccccc3nc1n2/N=C/c1ccco1	-2	-25	3	2	-2	4	.	.
CCN(CC)c1c([N+](=O)[O-])ncn1C	2	.	0	-3	6	10	.	.
O=C(CCCOc1ccccc1)Nc1nccs1	0	.	8	-2	7	.	5	.
CCOC(=O)C1CCCN(S(=O)(=O)c2ccc3c(c2)NC(=O)CO3)C1 (stereo unspecified)	-3	19	-19	3	-3	-92	1	-0.2
CCOC(=O)C1=C(C)NC(C)=C(C(=O)OCC)C1C(=O)OCC(=O)N(C)Cc1ccccc1	.	-36	-6	.	5	-1	.	4.5
CCOC(=O)c1ncccc1NC(=O)CC(=O)Nc1cccnc1C(=O)OCC	2	.	.	-5	-8	3	5	2.2
COc1ccccc1-c1ccc2c(c1)[C@H]1[C@H](CCN1S(=O)(=O)c1cn(C)cn1)[C@@H](CO)N2	-12	23	-5	0	-3[16.7 µM]	2	-21	1.6
COc1cccc(NC(=O)N2C[C@H](O)COC[C@H]3O[C@@H](CC(=O)NC4CCC4)CC[C@@H]32)c1	-3	8	-5	3	2[16.7 µM]	-1	13	0.6
C[C@H](CO)N1C[C@H](C)[C@H](CN(C)Cc2ccc3c(c2)OCO3)Oc2c(NC(=O)c3ccncc3)cccc2C1=O	-1	11	-2	-4	3[16.7 µM]	4	2	-0.9
COc1cc(S(=O)(=O)NCc2ccc3c(c2)OCO3)c(OC)cc1C	-9	17	-3	-5	3	5	2	-0.7
CC[C@@H]1C=C(C(=O)O)[C@H](c2ccc(C)cc2)N1S(=O)(=O)c1ccc(C)cc1	-2	2	-3	4	1	10	4	-6.2
Fc1ccc(C(c2nnnn2C2CCCC2)N2CCN(Cc3ccncc3)CC2)cc1 (stereo unspecified)	4	.	-9	-5	1	-8	.	.
O=C(Oc1ccc(OC(=O)N2CCCCC2)cc1)c1ccccc1	1	.	-11	0	-5	-3	-7	.
O=C(NC1CCCc2ccccc21)C1CCC(CNc2c(N3CCOCC3)c(=O)c2=O)CC1 (stereo unspecified)	-1	23	15	2	-8	6	0	-2.8
COc1ccc(CN=CC2=C(O)CC(C)(C)CC2=O)cc1	2	.	10	-9	-3	3	2	.
Cc1ccc(O)c(Nc2ncnc3ccc([N+](=O)[O-])cc23)c1	2	-5	22	-5	.	.	10	1.1
C[C@@H]1CN([C@@H](C)CO)C(=O)c2cc(NS(=O)(=O)c3ccc(Cl)cc3)ccc2O[C@@H]1CN(C)S(C)(=O)=O	.	5	.	.	-2[16.7 µM]	-1	.	1.1
CO[C@@H]1CN(C)C(=O)c2cc(NC(=O)C3CC3)ccc2OC[C@H](C)N(C(=O)c2ccccn2)C[C@@H]1C	.	-7	4	.	0[16.7 µM]	-1	-1	-1.4
Cc1nc2ccc(C(=O)O)cc2[nH]1	0	17	-26	1	-2	-9	8	.
COc1ccc(C2CC(=O)Oc3ccc(OC)cc32)cc1 (stereo unspecified)	-2	20	0	-1	2	-2	.	-0.1
O=C(O)C[C@H]1C=C[C@@H](NC(=O)Nc2ccccc2)[C@@H](CO)O1	-3	-4	6	-3	.	2	-25	2.9
C[C@H](CO)N1C[C@H](C)[C@H](CN(C)Cc2ccc(Cl)c(Cl)c2)OCCCC[C@H](C)Oc2ccc(NC(=O)c3ccccc3)cc2C1=O	-1	-13	.	-1	-5[16.7 µM]	-5	17	-0.2
CCOC(=O)N1C(=O)c2cc(OC)ccc2S1(=O)=O	2	6	5	0	-12	-6	.	.
NC(=O)NOCc1ccc(F)cc1Cl	3	4	.	0	-7	6	5	1.2
COc1ccc(/C=C/C(=O)NNC(=O)c2ccncc2)c(OC)c1	0	7	10	0	0	4	5	0.0
COc1ccc(CN2CC(C(=O)NCCc3ccccc3)CC2=O)cc1 (stereo unspecified)	-3	.	-5	-5	-10	1	1	.
CC(C)CNC(=O)C1(C)CCCCCN1Cc1ccccc1-c1ccccc1 (stereo unspecified)	0	.	-25	0	-5	-13	.	-1.0
Cc1ccc(S(=O)(=O)NCCC(=O)OCC(=O)N2CCCC2=O)cc1	3	19	5	0	3	-14	5	0.9
O=C(C[C@H]1CC[C@H]2[C@@H](COC[C@@H](O)CN2C(=O)c2ccc(F)cc2)O1)Nc1ccc(-c2ccccc2)cc1	-2	-11	20	-1	-6[16.7 µM]	13	-5	4.2
O=C(CNC(=O)C(c1ccccc1)c1ccccc1)N/N=C\c1ccc(C(=O)O)cc1	-1	1	-3	-1	-7	0	-15	-2.3
CC(=O)Nc1ccc(S(=O)(=O)NC2=NCN(C)CN2)cc1	-1	-4	8	17	-4	4	-1	.
Cc1ccc2c(CC(=O)Nc3cccc(S(=O)(=O)N4CCOCC4)c3)coc2c1	-2	-12	2	0	45	.	1	0.0
COc1ccc(OC)c(S(=O)(=O)Nc2cc(Cl)cc(Cl)c2)c1	-1	-23	.	-1	-5	-38	.	.
O=C(Nc1cccc(Cl)c1Cl)c1csc([C@H]2C[C@H](O)[C@@H](CO)O2)n1	0	8	-5	2	3	17	4	0.6
Cc1cccc(S(=O)(=O)N2CCCCN3[C@H](CO)[C@@H](c4ccc(-c5cccnc5)cc4)[C@@H]3C2)c1	-7	0	.	-5	4[16.7 µM]	-34	.	1.2
CCOc1ccccc1NC(=O)C(Sc1ccccc1)c1ccccc1 (stereo unspecified)	7	.	-1	-15	-3	-8	.	.
CCN(Cc1ccccc1)C(=O)Cn1cc(S(=O)(=O)NC)c(S(=O)(=O)NC)c1	1	-4	-3	-6	5	4	1	1.7
CC(C)C(N)c1csc(NC(=O)Nc2ccccc2C(C)(C)C)n1 (stereo unspecified)	-1	2	-99	-6	-1	-4	-5	4.3
COCC(=O)NC[C@@H]1N[C@@H](CO)[C@H]1c1ccc(-c2ccccc2F)cc1	-2	-14	-6	-2	25[16.7 µM]	-7	-4	1.9
COc1ccccc1NC(=O)COC(=O)c1ccccn1	2	34	-7	-1	-18	-10	6	-1.4
O=C(Nc1ccc(Oc2ccccc2)cc1)c1csc([C@@H]2C[C@H](O)[C@@H](CO)O2)n1	-2	-20	4	2	-2	3	0	1.8
Cc1ccc(-n2c(Cc3ccccc3)n[nH]c2=S)cc1	-1	.	9	-6	-41	.	11	.
COc1ccc(S(=O)(=O)N2CCN(C(=O)Nc3ccccc3OC)CC2)cc1	-5	-10	-19	-5	-5	0	9	-0.9
C[C@H](CO)N1C[C@H](C)[C@@H](CN(C)C(=O)Nc2ccc(-c3cccs3)cc2)OCc2cnnn2CCCC1=O	-2	1	-9	0	-5[16.7 µM]	?	-10	1.2
C[C@@H]1CN([C@H](C)CO)C(=O)c2cccc(NS(=O)(=O)c3ccc(F)cc3)c2O[C@H]1CN(C)S(=O)(=O)c1ccccc1	-1	13	-16	-3	4[16.7 µM]	-1	.	1.2
CCc1ccc(C(=O)OCC(=O)N2CCCCCC2)cc1	0	.	-3	4	.	3	-3	-0.6
COc1ccccc1Oc1ccc2c(c1)C(=O)N(c1cccc(O)c1)C2=O	-3	.	2	-2	-3	-4	.	.
COc1ccc(C2C(C#N)=C(N)OC3=C2C(=O)CC(C)C3)c(OC)c1OC (stereo unspecified)	0	-3	3	-2	6	31	2	.

Sorted by length of the SMILES (rising): some entries from above
SMILES	Cneo AK release	INS-1E GSIS act	Statin myotox sup	PglD inh	miR122 inh	PGC1a acetyl inh	FN deposit inh	CFTR F508del cor
COc1ccccc1NC(=O)COC(=O)c1ccccn1	2	34	-7	-1	-18	-10	6	-1.4
CCc1ccc(C(=O)OCC(=O)N2CCCCCC2)cc1	0	.	-3	4	.	3	-3	-0.6
CCOc1ccccc1NC(=O)C(Sc1ccccc1)c1ccccc1 (stereo unspecified)	7	.	-1	-15	-3	-8	.	.
COc1ccccc1Oc1ccc2c(c1)C(=O)N(c1cccc(O)c1)C2=O	-3	.	2	-2	-3	-4	.	.
COc1ccc(S(=O)(=O)N2CCN(C(=O)Nc3ccccc3OC)CC2)cc1	-5	-10	-19	-5	-5	0	9	-0.9
COc1ccc(C2C(C#N)=C(N)OC3=C2C(=O)CC(C)C3)c(OC)c1OC (stereo unspecified)	0	-3	3	-2	6	31	2	.
CCN(Cc1ccccc1)C(=O)Cn1cc(S(=O)(=O)NC)c(S(=O)(=O)NC)c1	1	-4	-3	-6	5	4	1	1.7
COCC(=O)NC[C@@H]1N[C@@H](CO)[C@H]1c1ccc(-c2ccccc2F)cc1	-2	-14	-6	-2	25[16.7 µM]	-7	-4	1.9
O=C(Nc1cccc(Cl)c1Cl)c1csc([C@H]2C[C@H](O)[C@@H](CO)O2)n1	0	8	-5	2	3	17	4	0.6
Cc1cccc(S(=O)(=O)N2CCCCN3[C@H](CO)[C@@H](c4ccc(-c5cccnc5)cc4)[C@@H]3C2)c1	-7	0	.	-5	4[16.7 µM]	-34	.	1.2
C[C@H](CO)N1C[C@H](C)[C@@H](CN(C)C(=O)Nc2ccc(-c3cccs3)cc2)OCc2cnnn2CCCC1=O	-2	1	-9	0	-5[16.7 µM]	?	-10	1.2
C[C@@H]1CN([C@H](C)CO)C(=O)c2cccc(NS(=O)(=O)c3ccc(F)cc3)c2O[C@H]1CN(C)S(=O)(=O)c1ccccc1	-1	13	-16	-3	4[16.7 µM]	-1	.	1.2

Screening results as filed in PubChem.
